Screening results deposited in PubChem by several laboratories.
MBD2 inh – MBD2-methylated oligo binding inhibition; inhibition, % at 4.4 µM; AID 686964; hit rate 0.31% among 370,000; TR-FRET, MBD2 binding to methylated oligonucleotide; Q9UBB5; in the data active = inhibition above about 13%
NR1D1 modulator – Rev-erb alpha (human) modulation; P20393; Rev-erbα–FITC-DNA binding, fluorescence polarization, 90 min; activity, % at 10 µM; hit rate 0.79% among 370,000;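 active = activity above about 14%, limit read from the data; passing the limit was not always enough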;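 note: 0% = DMSO wells with 35 nM protein and 100% = DMSO wells with 750 nM protein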
ADAM17 inh – ADAM17 inhibition, QFRET primary screen | AID 720648 | recombinant ADAM17, EDANS/DABCYL FRET peptide cleavage | P78536 | inhibition, % at 6.95 µM | hit rate 0.83% among 370,000;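 active = inhibition above the mean of compounds lying between control limits plus 3 SD, set per campaign, cut at about 8.5% in these data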;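 note: 0% = DMSO-only wells as the low control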
Target sequence (P78536 215-824 limits assumed): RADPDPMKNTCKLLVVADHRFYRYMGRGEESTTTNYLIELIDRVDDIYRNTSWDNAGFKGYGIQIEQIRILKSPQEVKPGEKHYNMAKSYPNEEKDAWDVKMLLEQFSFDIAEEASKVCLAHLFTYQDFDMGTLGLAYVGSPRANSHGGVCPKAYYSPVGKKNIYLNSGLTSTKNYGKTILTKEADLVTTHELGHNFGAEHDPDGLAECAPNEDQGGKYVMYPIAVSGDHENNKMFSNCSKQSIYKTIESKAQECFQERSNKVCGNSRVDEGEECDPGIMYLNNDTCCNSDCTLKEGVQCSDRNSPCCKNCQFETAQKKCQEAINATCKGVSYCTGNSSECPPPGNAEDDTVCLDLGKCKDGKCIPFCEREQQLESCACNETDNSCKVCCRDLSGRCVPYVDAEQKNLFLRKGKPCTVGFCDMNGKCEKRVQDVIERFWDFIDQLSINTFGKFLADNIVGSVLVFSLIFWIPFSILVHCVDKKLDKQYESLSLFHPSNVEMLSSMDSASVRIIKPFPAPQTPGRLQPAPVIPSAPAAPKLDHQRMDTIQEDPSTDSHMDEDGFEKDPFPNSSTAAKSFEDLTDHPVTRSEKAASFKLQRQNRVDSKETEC
DAX1 inh-1 – NR0B1 (DAX1) inhibition; HEK293 Gal4-DAX1 luciferase reporter, luminescence; inhibition, % at 6.75 µM; hit rate 0.99% among 340,000; AID 504766; P51843;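 active = inhibition above the mean over all tested compounds plus 3 SD, cut at about 4.2% in these data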;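 note: 0% = DAX1-transfected cells with DMSO and 100% = empty-vector control cells with DMSO; inhibition shows as a rise in luminescence from relieved DAX1 repression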
Target sequence (P51843 207-470 limits assumed): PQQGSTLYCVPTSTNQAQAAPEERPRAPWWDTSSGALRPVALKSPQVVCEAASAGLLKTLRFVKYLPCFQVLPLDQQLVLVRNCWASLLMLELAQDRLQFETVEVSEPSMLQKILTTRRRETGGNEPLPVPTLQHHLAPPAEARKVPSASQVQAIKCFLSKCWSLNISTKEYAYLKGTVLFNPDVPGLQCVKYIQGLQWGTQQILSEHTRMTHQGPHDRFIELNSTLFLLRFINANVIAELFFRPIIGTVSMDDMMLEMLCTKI
hgDAF-12 ag – activates the H. glycines DAF-12 receptor ligand-binding domain; hit rate 1.8% among 370,000; AID 687014; HEK293 GAL4-hgDAF12 UAS-luciferase reporter, agonist luminescence; normalized to butyrate control; activation, % at 6.8 µM;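 active = activation above a cutoff set at the mean of all screened compounds plus 3 SD, cut at about 10% in these data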;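 note: 0% = DMSO wells and 100% = sodium butyrate wells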
hcDAF12 agonist – activators of H. contortus DAF-12 nuclear receptor; activation, % at 6.8 µM; HEK293 hcDAF-12 lit1-tk-luc reporter, luminescence; 0% DMSO, 100% Δ7-dafachronic acid; AID 652067; hit rate 1.4% among 370,000;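 active = activation above the mean of all tested compounds plus 3 SD, cut at about 5.5% in these data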;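 note: 100% = response to 3 µM Δ7-dafachronic acid high control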
PLCg1 inh – PLC-gamma1 (human) inhibition, primary screen; P19174; purified PLC-gamma1, fluorogenic substrate, fluorescence; inhibition, % at 12.2 µM; hit rate 0.84% among 370,000; AID 720700; in the data active = inhibition above about 9.5%
SMARCA2 activ – SMARCA2 function activation, primary screen; MG213 cells, MMTV-luciferase reporter, dexamethasone, overnight; AID 652017; hit rate 1% among 370,000; activation, % at 9.1 µM; in the data active = activation above about 7.8%;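 note: 0% = vehicle wells and 100% = reference activator wells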
PLCb3 inh – PLC-beta3 (human) inhibition, primary screen; Purified PLC-beta3, fluorogenic substrate, fluorescence; AID 720704; inhibition, % at 12.2 µM; hit rate 0.18% among 370,000; Q01970; in the data active = inhibition above about 11%;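 note: 0% = median of compound wells on plate and 100% = full blocker control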
ssDAF12 agonist – S. stercoralis DAF-12 activation, primary screen | HEK293 ssDAF-12/GRIP1 lit1-tk-luc reporter, luminescence; % of 3 µM dafachronic acid response | activation, % at 6.8 µM | AID 652126 | hit rate 1% among 370,000;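 active = activation above the mean over all tested compounds plus 3 SD, cut at about 0.9% in these data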;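 note: 0% = DMSO-only wells and 100% = 3 µM delta7-dafachronic acid wells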
DAX1 inh-2 – inhibitors of DAX1 repression of SF-1 activated StAR promoter; hit rate 1.1% among 370,000; inhibition, % at 6.8 µM; AID 652010; HEK293T StAR-luciferase reporter, SF-1/DAX-1 repression relief;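 active = inhibition above the mean over all tested compounds plus 3 SD, cut at about 3.6% in these data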;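 note: 0% = DAX-1 cells with DMSO and 100% = cells lacking DAX-1 with DMSO; higher inhibition means more luminescence from relief of DAX-1 repression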
Starred values were filed as active, the others as inactive; x = no result given.

SMILES	MBD2 inh	NR1D1 modulator	ADAM17 inh	DAX1 inh-1	hgDAF-12 ag	hcDAF12 agonist	PLCg1 inh	SMARCA2 activ	PLCb3 inh	ssDAF12 agonist	DAX1 inh-2
O=C1c2ccccc2NC(c2ccc(Cl)cc2Cl)N1Cc1ccccc1 (centres undefined)	5.6	-0.4	-23.3	0.1	-0.4	-1.5	-29.8	0.1	-34.3	-0.9	-0.3
Cc1nc(Nc2ncc(C(=O)Nc3c(C)cccc3Cl)s2)cc(N2CCN(CCO)CC2)n1	1.9	-5.4	-0.8	x	15.1*	-7.1	-2.6	7.7	-6.8	-1.6	4.4*
Nc1nncn1C(=O)c1c(Cl)cccc1Cl	-0.5	-0.6	-3.6	0.9	3.7	-0.1	-2.5	-1.4	1.9	-1.3	-0.1
COC(=O)c1cnn2c1C(=O)N(Cc1cccs1)CC2	4.4	6.6	-2.5	-0.2	-0.3	-1.4	2.9	-2.4	3.0	-2.1	0.2
Cc1ccc(CSc2nnc([C@@H]3CCCN3)o2)cc1	3.1	6.4	-3.3	0.3	-1.7	-0.8	1.3	-1.2	1.5	-0.3	-0.4
CCCCNc1nc(NCc2ccccc2)nc2ccccc12	9.3	9.5	-26.3	x	-4.3	-1.3	3.1	-6.0	-8.6	-1.2	-3.9
NS(=O)(=O)c1ccc(NC(=O)Cc2cccs2)cc1	-1.1	4.0	1.6	1.6	-0.3	-1.1	0.4	-0.9	-4.1	-0.8	0.3
COCCNC(=O)CNC(=S)N(CCCN1CCOCC1)Cc1cccs1	3.6	-2.6	-6.2	-0.2	-2.8	-0.1	-3.6	-4.1	-5.2	-2.5	-0.5
CCn1c(CCCOc2ccc(Cl)cc2Cl)n[nH]c1=S	-5.2	4.4	-0.9	-0.1	-1.8	-2.2	1.6	1.9	-6.9	-2.0	-1.1
COC(=O)c1ccc(COC(=O)Cc2n[nH]c(=O)c3ccccc23)cc1	1.6	-1.9	-1.3	-0.7	1.6	-1.1	5.8	-3.6	-2.1	-1.3	0.4
CCCCN(C(=O)CCC(=O)Nc1cc(C)on1)C(C(=O)NC1CCCC1)c1ccc(OC)cc1 (centres undefined)	-3.3	0.3	-3.0	0.0	-1.8	-0.9	4.5	-1.3	-5.0	-1.0	-0.4
COC(=O)COc1ccc(S(=O)(=O)NCc2ccccn2)cc1	5.7	0.1	-1.5	0.4	-0.2	-0.3	1.6	-2.4	-5.5	-1.0	0.6
COc1ccc(Nc2nc(C)cc(C)c2C(N)=O)cc1	-0.7	-3.2	0.4	1.6	3.1	1.0	2.8	-0.2	2.4	-0.1	-0.4
CC1CCc2c(sc(NC(=O)COC(=O)c3ccc(O)cc3)c2C#N)C1 (centres undefined)	3.4	0.1	7.1	-0.2	0.6	-0.3	-4.3	-1.3	-5.9	-1.7	0.3
O=S1(=O)c2ccc(N3CCSCC3)cc2Oc2ccccc2CN1Cc1cn(Cc2cccc(F)c2)nn1	2.7	12.2	-0.1	x	-2.9	-1.3	0.8	-3.5	-0.5	-1.7	0.0
CS(=O)(=O)Nc1ccc(C(=O)NCc2ccc3c(c2)OCO3)cc1	4.2	-1.7	-3.1	-0.3	0.9	-1.9	0.6	0.3	-0.1	-1.1	0.1
Cc1ccc(-c2csc3nc(-c4ccncc4)[nH]c(=O)c23)cc1	-3.5	-0.1	-7.4	1.0	-3.0	-2.9	-85.4	-3.0	-142.5	-1.8	-0.6
COc1cc(OC)cc(C(=O)NC(=S)N2CCN(c3ccc(C(F)(F)F)cc3[N+](=O)[O-])CC2)c1	3.1	6.2	-0.3	-0.7	3.9	-0.7	-6.8	2.0	-5.5	-0.9	0.2
CN(CCOc1ccc(Cl)cc1)C(=O)c1cc(-c2ccco2)nc2ccccc12	-2.8	-5.1	-151.2	-2.9	-3.4	-2.9	-360.7	2.5	-384.3	-1.7	-4.2
CCN(c1ccccc1)S(=O)(=O)c1ccc(C(=O)Nc2c(C)n(C)n(-c3ccccc3)c2=O)cc1	-2.3	-3.3	0.0	1.3	0.8	-0.1	-0.2	-0.2	5.4	-1.1	0.1
CSc1nc(-c2ccccc2)nc(SC)c1C(C)=O	3.1	4.0	0.9	2.1	1.1	1.6	-1.8	-2.3	4.2	-1.1	0.8
COC(=O)[C@H](CC(C)C)N(CCc1cn(Cc2ccc(C)cc2)nn1)S(=O)(=O)c1ccc(F)cc1Br	6.2	-1.2	7.5	x	0.8	-1.6	3.2	-3.7	4.6	-1.5	-0.1
COc1ccc(N(C(=O)c2ccc(S(=O)(=O)N3CCOCC3)cc2)C2C=CS(=O)(=O)C2)cc1 (centres undefined)	0.0	0.3	-3.7	-0.1	0.3	-2.9	-2.3	-1.4	-1.4	-1.6	-0.1
Cc1nc2ncnn2c(N2CCN(C(=O)c3cccc(F)c3)CC2)c1C	-1.3	2.6	-4.0	-0.2	-3.1	-1.7	-0.2	-1.8	-1.8	-0.8	-0.8
CCC(=O)c1ccc2c(c1)OCCO2	0.7	-0.5	-2.1	1.9	-1.4	-0.8	-1.3	-0.3	-7.5	-0.4	0.1

(cont.)
SMILES	MBD2 inh	NR1D1 modulator	ADAM17 inh	DAX1 inh-1	hgDAF-12 ag	hcDAF12 agonist	PLCg1 inh	SMARCA2 activ	PLCb3 inh	ssDAF12 agonist	DAX1 inh-2
CCOC(=O)c1c(NC(=O)Cn2cnc3scc(-c4ccc(C)cc4)c3c2=O)sc(C)c1C	-1.5	3.4	3.7	0.9	-0.6	0.3	3.6	-3.0	-2.1	-0.7	1.1
Cn1c(=O)c2c(nc(NCCO)n2CCc2ccccc2)n(C)c1=O	1.2	1.7	-2.2	-2.9	-4.5	-3.0	2.2	-5.0	-0.6	-2.3	-2.2
COC(=O)C1=C(C(=O)OC)[C@@H]2N(C)c3ccc(OC)cc3[C@@]23C[C@@H](C(=O)OC)N(C(=O)NC2CCCCC2)C3=N1	-3.5	-4.3	1.7	0.2	-0.6	-1.2	0.3	0.2	2.7	-1.2	0.6
CCCN1CCN(CCCNC(=O)Cn2nc(-c3ccc(C)cc3)ccc2=O)CC1	1.5	4.3	-8.9	-0.4	-0.2	0.3	-7.8	-2.5	-5.6	-0.6	0.2
Cc1cccc(C(=O)NNS(=O)(=O)c2ccccc2)c1O	2.3	-3.7	-1.4	0.3	-0.6	3.3	-1.2	1.6	0.7	-0.3	0.9
CCCN1CCN(C(=S)Nc2ccc(SC(F)F)cc2)CC1	-1.6	4.9	1.4	1.4	0.9	0.7	2.2	-1.5	-2.8	-1.2	-0.2
COc1cccc2c1OCC(C(=O)NCc1ccc(Cl)cc1Cl)=C2	-6.0	1.6	1.1	0.0	-2.9	-1.6	-6.4	-2.5	-5.1	-1.1	0.7
COc1ccc(/C=N/Nc2cc(N3CCCC3)nc(N3CCCC3)n2)cc1	-6.0	-3.0	-0.2	-0.1	0.7	-0.7	-30.7	-0.9	-29.6	-2.4	-0.9
CCCCN1CC(C)(C)[C@H](CC(=O)Nc2ccc(Br)cc2)C1=O	-5.0	-2.5	5.0	-0.8	1.0	-2.4	2.3	-3.2	5.1	-1.0	0.3
Cc1ccc(C)c(NC(=O)Cn2nc(-c3ccccc3)nc2-c2ccccc2)c1	3.2	2.4	0.7	0.7	-0.3	-1.2	-4.3	5.0	-2.3	-1.5	-0.1
Cc1oc(-c2ccccc2F)nc1CN1CCC(C(=O)NCc2cccnc2)CC1	5.2	-3.9	-3.2	-0.1	-2.2	-1.1	-9.8	-0.5	-6.5	-1.8	-0.8
Cc1cc(NS(=O)(=O)c2ccccc2)cc(Cl)c1O	-3.8	-2.8	-0.1	0.9	-3.0	-1.9	4.2	-1.9	2.3	-0.8	-1.1
CCOc1ccc(-c2nn(-c3ccccc3)cc2/C=C2\SC(=S)N(C3CCS(=O)(=O)C3)C2=O)cc1 (centres undefined)	-0.8	10.2	-1.2	2.8	-0.3	-1.1	-11.7	-0.6	-2.5	-1.8	-1.2
Cc1ccccc1CN1CCN(C(=O)c2cc(-c3ccncc3)nc3ccccc23)CC1	3.0	0.2	2.6	-1.6	-1.7	-3.1	-1.9	-0.8	-10.7	-1.3	-3.7
Fc1ccc(-n2cc(CNCCc3ccccn3)c(-c3ccccc3Cl)n2)cc1	1.6	2.5	2.1	0.7	-3.4	-2.2	1.5	0.0	-0.9	-1.8	-0.9
Cc1ccnc(SCc2cc(=O)c(OC(=O)c3ccc([N+](=O)[O-])cc3)co2)n1	-0.9	-9.2	-3.2	x	0.1	-2.2	4.3	x	0.7	-0.8	x
CN1C(=O)/C(=N\OC(=O)c2cccc3ccccc23)c2ccccc21	-5.7	-3.0	-4.6	-0.1	1.4	5.5	-4.7	-1.3	1.7	-0.7	1.7
CCc1nnc(NC(=O)COc2ccc([N+](=O)[O-])cc2)s1	-3.4	-7.1	5.9	-0.8	-1.0	-1.0	3.2	-3.8	8.8	-1.8	0.1
O=C(COc1ncnc2ccc(Br)cc12)NCc1ccc2c(c1)OCO2	-1.0	57.8*	-2.3	-0.6	-1.1	0.7	-0.4	-0.4	-0.8	-0.3	0.3
O=C(Cn1cnc2c(OCc3ccccc3)ncnc21)NCCCc1ccccc1	-4.8	-0.2	-5.7	-1.6	-2.3	-2.0	0.3	-5.2	0.2	-0.9	1.3
NN=C(c1cccc([N+](=O)[O-])c1)c1cccc([N+](=O)[O-])c1	-0.5	0.2	0.8	x	1.4	1.6	-0.9	0.2	-0.1	-1.2	-0.3
COc1ccc(CCNC(=O)COC(=O)c2cc(S(=O)(=O)N3CCCC3)ccc2O)cc1	0.4	-1.5	-11.5	0.8	2.4	-1.1	-5.7	5.3	-11.2	-1.4	-1.7
O=C(O)/C=C/c1cnc2ccccc2c1	-5.6	2.8	2.5	-0.9	2.6	-0.1	8.4	-2.4	4.7	-0.7	1.3
COc1ccc(-n2c(Cc3cccn3C)nnc2SCC(=O)Nc2ccc3c(c2)OCCO3)cc1	0.5	4.7	-1.2	-1.2	3.1	0.1	1.8	-2.7	-1.3	-1.0	-0.8
Cc1nc(N)sc1C(=O)N/N=C/c1ccccc1[N+](=O)[O-]	1.1	1.4	3.0	x	13.9*	1.9	3.9	4.2	2.1	-1.2	1.9
CCOc1ccc(NC(=O)C2CCCN2S(=O)(=O)c2ccc3c(c2)C(C)(C)C(=O)N3C)cc1 (centres undefined)	2.3	4.4	-2.1	-0.4	-1.7	-1.4	1.3	-3.8	0.5	-1.3	0.1
CN(C)C=Nc1nc2c(Br)ccc(Br)c2cc1C(=O)NCC(C)(C)C	1.1	23.2*	-0.1	x	-3.3	0.4	-1.8	-1.6	0.7	-0.2	-1.1
Cc1nn(CCCC(=O)Nc2cnn(Cc3ccc(F)cc3)c2)c(C)c1[N+](=O)[O-]	-1.8	0.2	-0.3	-0.7	-1.2	-2.4	-0.3	1.3	-4.2	-1.2	-0.8

Record cards (already shown). Order of values: MBD2 inh | NR1D1 modulator | ADAM17 inh | DAX1 inh-1 | hgDAF-12 ag | hcDAF12 agonist | PLCg1 inh | SMARCA2 activ | PLCb3 inh | ssDAF12 agonist | DAX1 inh-2
Cc1nc(N)sc1C(=O)N/N=C/c1ccccc1[N+](=O)[O-] across the screens: 1.1 | 1.4 | 3.0 | x | 13.9* | 1.9 | 3.9 | 4.2 | 2.1 | -1.2 | 1.9
O=C(O)/C=C/c1cnc2ccccc2c1 across the screens: -5.6 | 2.8 | 2.5 | -0.9 | 2.6 | -0.1 | 8.4 | -2.4 | 4.7 | -0.7 | 1.3
